Pol iota inh: qHTS for Inhibitors of Polymerase Iota | AID 588590, 2011 | Potency, µM (highest dose often 115 µM), for the others: at the top dose activity, negative = inhibition, usual class: inhibitors | 1% of 390,000 active | Pol iota fluorescent replication assay, 10 min | DNA polymerase iota (Homo sapiens), Q9UNA4; also: potency is read from the fitted curve at half-maximal effect
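Pol iota at 10 nM preincubated 15 min with compounds at room temperature; reaction started with fluorescent substrate, 50 nM final. Fluorescence read kinetically at 0 and 10 min; buffer-only wells as negative control.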
BLM inh: qHTS Assay for Inhibitors of Bloom's syndrome helicase (BLM); RecQ-like DNA helicase BLM (Homo sapiens), P54132; recombinant BLM DNA unwinding, fluorescence dequenching; Potency, µM (highest dose often 56.1 µM), inactives show at the top dose activity change, negative = inhibition, hits mostly inhibitors; 0.2% of 350,000 active;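 also: potency is read from the fitted curve at half-maximal effect; plate controls were vehicle for no effect and no enzyme for full effect; nearly all actives have a fitted effect of over 35% in size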
APE1 inh: qHTS Assay for Inhibitors of the Human Apurinic/apyrimidinic Endonuclease 1 (APE1); AID 2517, 2012; Potency, µM (highest dose often 65.8 µM), inactives show at the top dose activity change, negative = inhibition, actives largely listed as inhibitors; DNA repair nuclease/redox regulator APEX1 (Homo sapiens), P27695; 0.35% of 350,000 active; recombinant APE1, TAMRA/BHQ-2 abasic DNA cleavage fluorescence;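 also: potency is read from the fitted curve at half-maximal effect; plate controls were vehicle for no effect and reference inhibitor for full effect; nearly all actives have a fitted effect of over 55% in size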
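Substrate: short duplex with […] THF abasic site, 5'-TAMRA and 3'-BHQ-2, 50 nM final. APE1 at 0.75 nM, preincubated 15 min RT with compound. Fluorescence increase from first to third read measured activity.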
ALOX12 inh: Primary qHTS assay for inhibitors of human arachidonate 12S-lipoxygenase (ALOX12): Round 2; Polyunsaturated fatty acid lipoxygenase ALOX12 (Homo sapiens), P18054; purified 12hLO, xylenol orange hydroperoxide absorbance; Potency, µM (doses to about 108 µM), inactives show at the highest dose activity change, negative = inhibition, most hits filed as inhibitors; 1.1% of 580,000 active; AID 1671190, 2021; also: potency is read from the fitted curve at half-maximal effect; % is scaled to controls: 0 for no effect and ±100 for the full control effect
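Purified human 12hLO at 150 nM in 25 mM Hepes, 0.01% Triton X-100, pH 7.0, preincubated 15 min at room temperature with compound. Reaction started with 40 uM arachidonic acid, 30 min at room temperature. Hydroperoxide measured by Fe-xylenol orange, 573/405 nm absorbance ratio.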
ERG Ets-DNA blk: qHTS for Small Molecule Inhibitors of the ERG Ets/DNA interaction; AID 624246, 2012; 0.028% of 370,000 active; Potency, µM (top dose mostly 76.9 µM), inactives show at the highest dose FP activity, negative = inhibition, most hits filed as inhibitors; fluorescence polarization, His-ERG Ets domain / labelled DNA; active = well fitted inhibition curve with a large enough effect in the polarisation, with a control signal flat; inconclusive = small, poorly fitted or top-dose-only effect, or effect the other way, or a change in a side signal; inactive = no such curve, though single readings can be large or run the other way; the % refers to the polarisation;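 also: polarization taken with two DNA probes labelled with fluorescein and Texas red; potency is read from the fitted curve at half-maximal effect; % of control where 0% means no effect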
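His-tagged ERG Ets domain (1 uM in the protein solution; 300mM KCl, 50mM Tris-HCl, 1mM EDTA, 1mM DTT, pH 7.5) received compound, then a probe mix of 5 nM fluorescein-DNA and 100nM Texas-615-DNA. Fluorescence polarization was read for both dyes.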
TRHR ag: qHTS for Small Molecule Agonists and Allosteric Enhancers of Human TRH Receptor: Primary Screen for Agonists; Thyrotropin-releasing hormone receptor (Homo sapiens), P34981; TRHR cells, calcium flux fluo-8, FDSS agonist mode; activation, % at 2 µM; 0.18% of 360,000 active; in the data active = activation above about 30%; also: 0% is about no effect
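Read-out: compound-evoked intracellular calcium rise in TRHR cells, fluo-8 dye, kinetic FDSS fluorescence at 1 s/cycle following a 10-cycle baseline. Cells cultured overnight before dye loading (30 min–1.5 h, RT).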
POLK inh: qHTS for Inhibitors of Polymerase Kappa | DNA polymerase kappa (Homo sapiens), Q9UBT6 | purified Pol kappa, fluorescent DNA synthesis assay, 10 min | Potency, µM (doses to about 107 µM), without a hit: at the highest dose activity, negative = inhibition, most hits filed as inhibitors | 0.53% of 400,000 active; also: potency is read from the fitted curve at half-maximal effect; % is scaled to controls: 0 for no effect and ±100 for the full control effect
Target sequence (Q9UBT6 whole entry, looked up): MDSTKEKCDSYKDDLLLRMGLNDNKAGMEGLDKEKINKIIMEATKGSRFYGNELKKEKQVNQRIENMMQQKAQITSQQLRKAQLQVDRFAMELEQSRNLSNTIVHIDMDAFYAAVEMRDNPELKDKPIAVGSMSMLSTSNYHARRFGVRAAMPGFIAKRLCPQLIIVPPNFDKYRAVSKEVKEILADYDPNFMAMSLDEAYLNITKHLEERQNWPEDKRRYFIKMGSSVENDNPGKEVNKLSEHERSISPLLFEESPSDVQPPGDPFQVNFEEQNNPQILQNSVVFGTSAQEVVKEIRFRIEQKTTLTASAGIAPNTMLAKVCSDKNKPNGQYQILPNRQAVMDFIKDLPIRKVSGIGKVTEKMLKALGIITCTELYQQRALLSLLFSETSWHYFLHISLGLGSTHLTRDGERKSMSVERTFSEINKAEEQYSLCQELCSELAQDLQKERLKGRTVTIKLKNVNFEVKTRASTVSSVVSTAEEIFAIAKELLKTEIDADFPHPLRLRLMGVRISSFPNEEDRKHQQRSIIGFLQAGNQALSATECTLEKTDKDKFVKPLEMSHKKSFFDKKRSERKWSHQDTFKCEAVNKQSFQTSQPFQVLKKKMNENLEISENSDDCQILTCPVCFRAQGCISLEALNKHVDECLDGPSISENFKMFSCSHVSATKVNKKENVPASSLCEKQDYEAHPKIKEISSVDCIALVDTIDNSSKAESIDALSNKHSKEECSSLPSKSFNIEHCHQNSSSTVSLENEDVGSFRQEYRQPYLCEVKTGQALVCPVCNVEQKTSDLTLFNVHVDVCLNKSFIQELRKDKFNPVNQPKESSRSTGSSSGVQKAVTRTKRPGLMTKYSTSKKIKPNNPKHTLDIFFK
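Here, compound and 10 nM enzyme are combined for 15 min at room temperature; adding 50 nM substrate (final) starts DNA synthesis, tracked by fluorescence at 0 and 10 min against buffer-only wells.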
Apoferritin bind: qHTS Assay for Identification of Novel General Anesthetics | Ferritin light chain (Equus caballus), P02791 | apoferritin/1-aminoanthracene competitive binding, fluorescence | Potency, µM (highest dose often 77.5 µM), without a hit: at the top dose activity change, negative = displacement, actives largely listed as inhibitors | 0.074% of 350,000 active | AID 485281, 2010; also: potency is read from the fitted curve at half-maximal effect; % is scaled to controls: 0 for no effect and ±100 for the full control effect; nearly all actives have a fitted effect of over 20% in size
Target sequence (P02791 2-175 limits assumed): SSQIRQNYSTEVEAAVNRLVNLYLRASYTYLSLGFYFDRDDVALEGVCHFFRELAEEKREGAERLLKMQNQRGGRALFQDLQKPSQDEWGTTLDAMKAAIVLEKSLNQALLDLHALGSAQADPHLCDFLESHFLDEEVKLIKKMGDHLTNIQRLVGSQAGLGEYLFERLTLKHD
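Probe: 1-aminoanthracene (50% saturated, PBS). Protein: horse-spleen apoferritin, 10 uM. Incubation: 10 min, room temperature. Detection: 380 nm excitation, 535 nm emission. Analysis: normalized response, four-parameter Hill.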
POLB inh: qHTS Assay for Inhibitors of DNA Polymerase Beta; Pol beta primer extension/strand displacement, fluorescence kinetic; 1.3% of 340,000 active; P06746; Potency, µM (series often up to 114 µM), inactives show at the top dose activity change, negative = inhibition, most hits filed as inhibitors; also: potency is read from the fitted curve at half-maximal effect; % is scaled to controls: 0 for no effect and ±100 for the full control effect
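Pol beta (10 nM) was preincubated with compound for 15 min at room temperature. The reaction was then started with 50 nM substrate and read immediately and after a further 10 min at room temperature.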
* hit, by the source's call; ? = inconclusive; . = no result given; [ ] = remark or other dose. Unless noted, calls follow the shape of the dose curve; as a rule, active = well fitted curve in the direction sought with a large enough effect; inconclusive = small, poorly fitted or top-dose-only effect, or another doubt; inactive = no such curve, though single readings can be large; an effect the other way counts as inactive or inconclusive. This is a subset; rates above refer to the full screens.

Start of the listing, in advance, eleven compounds:
Under each structure – Pol iota inh	BLM inh	APE1 inh	ALOX12 inh	ERG Ets-DNA blk	TRHR ag	POLK inh	Apoferritin bind	POLB inh
CC1CCCN(C2=NC(=O)/C(=C/c3cn(-c4ccccc4)nc3-c3cccc(S(=O)(=O)N(C)C)c3)S2)C1 (stereo not drawn)
  1%	-2%	0%	3%	2%	0.7	-3%	-16%	21%
CN(C)S(=O)(=O)c1cccc(C(=O)Nc2ccccc2Cl)c1
  -12%	1%	1%	?	12%	-0.2	5%	-17%	14%
COc1ccccc1CNC(=O)CCNS(=O)(=O)c1ccc2c(c1)CC(C)N2C(C)=O (stereo not drawn)
  -5%	2%	28%	-1%	-9%	0.3	-1%	-3%	-1%
Cc1ccc(NC(=O)CCNC(=O)c2ccc(Cl)cc2)nc1
  27%	-1%	6%	56%[activator]	3%	-0.2	-3%	-3%	5%
CC(C)(C)NC(=O)CSc1nnc(-c2ccccn2)n1Cc1ccccc1
  28%	0%	3%	-16%	0%	-0.2	-16%	-4%	-8%
CCOC(=O)C1C(=O)N(C(=O)c2ccc(OC)cc2)CC1c1ccccc1 (stereo not drawn)
  1%[58.9 µM]	-4%	-2%	0%	6%	-0.5	-6%	-21%	-23%
CC(=O)Nc1sc2c(c1C(c1cccs1)N1CCOCC1)CCCC2 (stereo not drawn)
  7%	-1%	-1%	-10%	1%	-0.2	-4%	-12%	2%
COc1cc(/C=N\NC(=O)CC(=O)NCCc2ccccc2)ccc1O
  61%[activator]	-2%	5%	12%	1%	0.4	4%	?	10%
CCOc1cc(N2CCOCC2)c(OCC)cc1NC(=O)COc1ncnc2ccccc12
  17%	-3%	18%	-7%	6%	-0.1	-3%	-2%	9%
Cc1[nH]nc2c1C(CC(C)C)C(C#N)=C(N)O2 (stereo not drawn)
  18%	-11%	5%	13%	7%	-0.3	0%	15%	20%
Cc1cc(C)cc(OCC(=O)N2CCC(c3nc4ccccc4o3)CC2)c1
  32%[activator]	-3%	.	-21%	10%	-0.5	3%	0%	-14%

Results, previewed entries included:
Under each structure – Pol iota inh	BLM inh	APE1 inh	ALOX12 inh	ERG Ets-DNA blk	TRHR ag	POLK inh	Apoferritin bind	POLB inh
CC1CCCN(C2=NC(=O)/C(=C/c3cn(-c4ccccc4)nc3-c3cccc(S(=O)(=O)N(C)C)c3)S2)C1 (stereo not drawn)
  1%	-2%	0%	3%	2%	0.7	-3%	-16%	21%
CN(C)S(=O)(=O)c1cccc(C(=O)Nc2ccccc2Cl)c1
  -12%	1%	1%	?	12%	-0.2	5%	-17%	14%
COc1ccccc1CNC(=O)CCNS(=O)(=O)c1ccc2c(c1)CC(C)N2C(C)=O (stereo not drawn)
  -5%	2%	28%	-1%	-9%	0.3	-1%	-3%	-1%
Cc1ccc(NC(=O)CCNC(=O)c2ccc(Cl)cc2)nc1
  27%	-1%	6%	56%[activator]	3%	-0.2	-3%	-3%	5%
CC(C)(C)NC(=O)CSc1nnc(-c2ccccn2)n1Cc1ccccc1
  28%	0%	3%	-16%	0%	-0.2	-16%	-4%	-8%
CCOC(=O)C1C(=O)N(C(=O)c2ccc(OC)cc2)CC1c1ccccc1 (stereo not drawn)
  1%[58.9 µM]	-4%	-2%	0%	6%	-0.5	-6%	-21%	-23%
CC(=O)Nc1sc2c(c1C(c1cccs1)N1CCOCC1)CCCC2 (stereo not drawn)
  7%	-1%	-1%	-10%	1%	-0.2	-4%	-12%	2%
COc1cc(/C=N\NC(=O)CC(=O)NCCc2ccccc2)ccc1O
  61%[activator]	-2%	5%	12%	1%	0.4	4%	?	10%
CCOc1cc(N2CCOCC2)c(OCC)cc1NC(=O)COc1ncnc2ccccc12
  17%	-3%	18%	-7%	6%	-0.1	-3%	-2%	9%
Cc1[nH]nc2c1C(CC(C)C)C(C#N)=C(N)O2 (stereo not drawn)
  18%	-11%	5%	13%	7%	-0.3	0%	15%	20%

Results in ALOX12 inh, for some of the entries so far:
SMILES | ALOX12 inh
CN(C)S(=O)(=O)c1cccc(C(=O)Nc2ccccc2Cl)c1 | ?
CCOC(=O)C1C(=O)N(C(=O)c2ccc(OC)cc2)CC1c1ccccc1 (stereo not drawn) | 0%

Carrying on.
Under each structure – Pol iota inh	BLM inh	APE1 inh	ALOX12 inh	ERG Ets-DNA blk	TRHR ag	POLK inh	Apoferritin bind	POLB inh
Cc1cc(C)cc(OCC(=O)N2CCC(c3nc4ccccc4o3)CC2)c1
  32%[activator]	-3%	.	-21%	10%	-0.5	3%	0%	-14%
COc1ccc(N2C(N)=NC(N)=NC2(C)C)cc1
  -1%	-9%	0%	0%	-9%	-1.2	-9%	-6%	0%
O=C(Cn1cncn1)N/N=C/c1ccc(Cl)cc1
  13%	0%	0%	-1%	-2%	0.4	1%	-3%	23%
O=C(O)c1cccc(-n2cnc3cccnc32)c1
  9%	-1%	.	-2%	-12%	0.7	-7%	-9%	2%
CC1CCCN(c2nc(-c3cccnc3)nc3scc(-c4ccccc4)c23)C1 (stereo not drawn)
  22%	-4%	3%	-6%	9%	0.0	-8%	-7%	-23%
COc1ccc(-c2csc(Nc3ccccc3)n2)cc1
  -10%	-16%	-5%	?	-4%	0.5	-8%	-11%	6%
CC(C)(C)OC(=O)N1CCC(c2c(C(=O)NC3CCCCC3)cnn2-c2cccc(F)c2)CC1
  4%	-4%	.	-15%	5%	0.2	-6%	-1%	-1%
COc1cc(C(=O)NCC(=O)N/N=C/c2cccnc2)cc(OC)c1OC
  65%[activator]	3%	25%	-20%	3%	0.4	-5%	-2%	28%
C=CCOc1ccc(C(c2c(C(=O)O)[nH]c3ccccc23)c2c(C(=O)O)[nH]c3ccccc23)cc1
  18µM*	-13%	16%	28µM*	35µM*	6.0	79µM*	1%	20µM*
Cc1ccc(CNC(=O)c2ccccc2NS(C)(=O)=O)cc1
  -6%	1%	-2%	0%	-9%	0.6	3%	-4%	-12%
O=c1[nH]c(Cl)nc2c1ncn2C1OC(CO)C(O)C1O (stereo not drawn)
  .	-1%	-1%	.	.	.	-6%[60.1 µM]	1%	.
O=C(CSc1n[nH]c(-c2ccccc2)n1)Nc1ccc(N2CCOCC2)cc1
  -17%	-5%	17%	-23%	17%	-0.9	-2%[60.1 µM]	1%	46%
COc1ccc(C)cc1NC(=O)CCS(=O)(=O)c1ccc2c(c1)CCN2C(C)=O
  12%	-12%	11%	-11%	13%	0.1	-2%[60.1 µM]	-5%	-8%
O=C(CSCc1nc2ccccc2[nH]1)N1CCN(c2ccc(F)cc2)CC1
  -5%	0%	0%	0%	1%	-0.6	9%	-20%	1%
CN(C)C(=S)Nn1c(-c2ccccc2)nc2ccccc2c1=O
  -18%	1%	2%	5%	1%	0.0	6%	1%	10%
CC(=O)Nc1ccc(NC(=O)c2ccc(-c3ccc([N+](=O)[O-])cc3)o2)cc1
  ?	-6%	-15%	-6%	2%	-0.5	2%	-8%	3%
C=CCn1c(-c2csc(-c3ccc(OC)c(OC)c3)n2)n[nH]c1=S
  74%[activator]	0%	0%	?	3%	-0.5	-2%	-1%	31%
COc1ccc(C2C(C#N)=C(N)Oc3c2oc(CO)cc3=O)cc1 (stereo not drawn)
  16%	-4%	-5%	0%	4%	0.4	-5%	-1%	11%
Cc1ccc(NC(=O)COC(=O)c2nn(C)c(=O)c3ccccc23)cc1F
  -16%	.	-1%	413%[activator]	-3%	.	12%	.	.
COc1ccc(NCc2nnc(SCC(=O)Nc3ccc(OC)cc3OC)o2)cc1
  139%[activator]	1%	13%	268%[activator]	8%	0.0	-6%	-11%	42%
O=C1C=C(c2ccc3[nH]ccc3c2)CCC1
  20%	.	.	-45%	16%	.	0%	.	.
O=C(Nc1ccccc1C(=O)NC(Cc1ccc(O)cc1)C(=O)O)c1ccccc1 (stereo not drawn)
  -16%	-2%	-5%	-20%	4%	0.3	-5%	-5%	1%
CCCOc1ccc(N2C(=O)CC(N3CCCC(C(=O)N4CCCC4)C3)C2=O)cc1 (stereo not drawn)
  4%	2%	4%	320%[activator]	7%	0.5	1%	2%	-20%
O=C(NCCO)c1cccc2c1-c1ccccc1C2=O
  -15%	-9%	6%	-5%	0%	0.3	-5%	-2%	-17%
O=C(Nc1cccc([N+](=O)[O-])c1)NN1CCCCCC1
  30%[activator]	.	.	2%	1%	.	-3%	.	.
O=C1CCCc2ccccc2N1Cc1cccc(F)c1
  100%[activator]	-6%	4%	0%	0%	-1.7	-3%	?	-7%
Cc1n(-c2ccccc2)c2ccc(Cl)cc2[n+]1CCO
  3%	6%	1%	?	6%	0.2	-3%	-2%	1%
O=[N+]([O-])c1ccc(C=NN2CCCCCC2)cc1
  12%	.	.	?	7%	.	-7%	.	.
COc1ccc(-c2nc3ccccc3c(C(=O)Nc3ccc(S(=O)(=O)Nc4cc(C)on4)cc3)c2C)cc1
  ?	-9%	9%	.	-4%	0.7	-36%	-12%	1%

High-throughput results (PubChem BioAssay)
